Screening results (PubChem)
SW480 rereplic – A quantitative high throughput screen for small molecules that induce DNA re-replication in SW480 colon adenocarcinoma cells | SW480 DNA re-replication, Hoechst DNA content imaging, 48 h | Potency, µM (doses to about 46.1 µM), for the others: at the top dose re-replication activation, hits mostly activators | 340,000 tested, 1.8% active; also: potency is read from the fitted curve at half-maximal effect; % of control where 0% means no effect; nearly all actives have a fitted effect of over 55% in size
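Image-based DNA-content assay: after two days of treatment, nuclei were labelled with the DNA dye Hoechst and imaged, and hits were compounds raising the count of nuclei showing high fluorescence intensity.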
HT1080NT lethal – qHTS for induction of synthetic lethality in tumor cells producing 2HG: qHTS for the HT-1080-NT fibrosarcoma cell line. Potency, µM (highest dose often 46.1 µM), for the others: at the highest dose activity, negative = less viability, most hits filed as cytotoxic. HT-1080-NT fibrosarcoma viability, CellTiter-Glo ATP luminescence, 48 h. AID 686970, 2013. 360,000 tested, 1.6% active;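 also: NT is the 2HG producing partner of a matched IDH1 knockdown line; potency is read from the fitted curve at half-maximal effect; 0% = DMSO-treated cells and -100% = media-only wells without cells; nearly all actives have a fitted effect of over 55% in size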
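Compounds were tested in concentration-response format on HT-1080-NT cells for 48 hours at 37 degrees C. Cell viability came from CellTiter-Glo luminescence; curves were classified by r2, response magnitude and activity.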
IL-1B inflam inh – qHTS for Inhibitors of Inflammasome Signaling: IL-1-beta AlphaLISA Primary Screen. 360,000 tested, 4.7% active. AID 743279, 2014. activity change, % at 57.5 µM. THP-1 LPS/ATP IL-1B secretion, AlphaLISA, 16 h; active compounds read low; in the data active = activity change below about -50%; inconclusive = mostly about -30% to -49%; also: % is scaled to controls: 0 for no effect and ±100 for the full control effect
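THP-1 cells pretreated 1 hr with compounds (up to 57.5 uM final), then stimulated with LPS (250 ng/mL final) plus ATP (1.25 mM final); secreted IL-1B measured by AlphaLISA after 16 hr, decreased signal indicating inhibition.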
GLP-1R agonist – qHTS of GLP-1 Receptor Agonists; Glucagon-like peptide 1 receptor (Homo sapiens), P43220; HEK293 GLP-1R CRE-luciferase, luminescence, 4-6 h; cells express a hypersensitive GLP-1R form; Potency, µM (top dose mostly 45.6 µM), for the others: at the top dose activation, actives largely listed as activators; 380,000 tested, 0.007% active; also: potency is read from the fitted curve at half-maximal effect; % of control where 0% means no effect
Target sequence (P43220 whole entry, looked up): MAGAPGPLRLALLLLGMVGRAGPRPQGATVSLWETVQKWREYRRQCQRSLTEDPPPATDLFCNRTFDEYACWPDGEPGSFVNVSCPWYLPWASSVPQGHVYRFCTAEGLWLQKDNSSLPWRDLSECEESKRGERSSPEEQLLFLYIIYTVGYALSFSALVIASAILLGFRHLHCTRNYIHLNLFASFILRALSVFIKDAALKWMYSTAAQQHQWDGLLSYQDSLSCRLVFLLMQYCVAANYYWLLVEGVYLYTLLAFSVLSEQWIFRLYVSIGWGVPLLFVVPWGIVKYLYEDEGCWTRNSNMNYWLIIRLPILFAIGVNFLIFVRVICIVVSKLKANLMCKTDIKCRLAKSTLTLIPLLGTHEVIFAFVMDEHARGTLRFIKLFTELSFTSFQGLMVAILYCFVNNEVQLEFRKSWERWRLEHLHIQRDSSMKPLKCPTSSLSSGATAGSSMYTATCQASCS
D3 antag – qHTS of D3 Dopamine Receptor Antagonist: qHTS. D(3) dopamine receptor (Homo sapiens), P35462. D3R cells, DiscoveRx beta-arrestin luminescence, antagonist mode; active compounds read low. max response, negative = inhibition, %. 360,000 tested, 2.5% active. AID 652054, 2013; in the data active = max response below about -50%; inconclusive = no clear call, values can overlap the other calls; also: % is scaled to controls: 0 for no effect and ±100 for the full control effect; mostly tested at two doses, the higher about 12 µM
Target sequence (P35462 whole entry, looked up): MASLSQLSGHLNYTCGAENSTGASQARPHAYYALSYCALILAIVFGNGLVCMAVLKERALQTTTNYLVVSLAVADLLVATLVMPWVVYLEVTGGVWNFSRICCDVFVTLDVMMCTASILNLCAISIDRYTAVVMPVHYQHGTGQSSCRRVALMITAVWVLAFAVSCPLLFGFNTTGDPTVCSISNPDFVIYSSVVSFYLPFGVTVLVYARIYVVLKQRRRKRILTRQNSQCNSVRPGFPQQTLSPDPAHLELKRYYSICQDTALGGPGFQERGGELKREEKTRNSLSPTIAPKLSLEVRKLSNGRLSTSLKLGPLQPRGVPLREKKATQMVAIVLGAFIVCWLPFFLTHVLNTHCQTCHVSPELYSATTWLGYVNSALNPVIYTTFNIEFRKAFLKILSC
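Cells plated overnight at 1500 cells/well, then exposed to library compounds with dopamine controls for 90 minutes at 37 degrees C. DiscoveRx reagent added for 30–60 minutes at room temperature; luminescence read, quantitative HTS format.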
KB-V1 MDR tox – qHTS assay for MDR1-selective chemotherapeutics: Primary screen using the drug-selected MDR subline cells KB-V1. KB-V1 MDR cells viability, CellTiter-Glo, 72 h. Potency, µM (top dose mostly 46.1 µM), without a hit: at the top dose activity change, negative = cytotoxicity, usual class: cytotoxic. 400,000 tested, 3.4% active; also: potency is read from the fitted curve at half-maximal effect; % is scaled to controls: 0 for no effect and ±100 for the full control effect; nearly all actives have a fitted effect of over 60% in size
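Cytotoxicity via CellTiter-Glo luminescence after 72 h compound exposure at 37 degrees C. Cells: drug-selected KB-V1 line, DMEM phenol-red free plus 10% FBS. Compounds tested at multiple concentrations; normalized data fitted to concentration-effect curves.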
HT1080 IDH1KD tx – qHTS for induction of synthetic lethality in tumor cells producing 2HG: qHTS for the HT-1080-IDH1KD cell line. HT-1080 IDH1 knockdown viability, ATP luminescence, 48 h. Potency, µM (doses to about 46.1 µM), for the others: at the highest dose activity, negative = toxicity, most hits filed as cytotoxic. 360,000 tested, 2% active;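 also: potency is read from the fitted curve at half-maximal effect; 0% = DMSO wells and -100% = cell-free medium wells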
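After a 2 h attachment period, IDH1KD HT-1080 cells took pin-transferred compound for 48 h at 37 °C; ATP-based luminescence after 10 min room-temperature reagent incubation reported viability.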
DRD3 agonist – qHTS of D3 Dopamine Receptor Agonist: qHTS. D(3) dopamine receptor (Homo sapiens), P35462. D3R DiscoveRx beta-arrestin cells, luminescence, 90 min. max activation, %. 410,000 tested, 0.58% active; in the data active = max activation above about 30%; also: 0% is about no effect; mostly tested at two doses, the higher about 12 µM
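Agonist-mode cell screen: cells plated at 1500/well and incubated overnight at 37 °C, then exposed to library compounds for 90 min at 37 °C. Detection reagent was added for 30–60 min at room temperature, and luminescence was read.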
KB-3-1 tox – qHTS assay for MDR1-selective chemotherapeutics: Primary screen using the parental adenocarcinoma cell KB-3-1; KB-3-1 viability, CellTiter-Glo ATP luminescence, 72 h; Potency, µM (highest dose often 46.1 µM), inactives show at the top dose activity change, negative = cytotoxic, usual class: cytotoxic; 400,000 tested, 1.4% active; AID 1347075, 2019; also: potency is read from the fitted curve at half-maximal effect; % is scaled to controls: 0 for no effect and ±100 for the full control effect; nearly all actives have a fitted effect of over 60% in size
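Cytotoxicity in the drug-sensitive parental line KB-3-1 was scored as loss of CellTiter-Glo luminescence following 72 h incubation with compound. Values come from curve fitting of normalized concentration-response data.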
Starred values were filed as active, the others as inactive; ? = inconclusive; / = not tested or not shown; [ ] = dose if it differs, or a comment. Unless noted, calls follow the shape of the dose curve; as a rule, active = well fitted curve in the direction sought with a large enough effect; inconclusive = small, poorly fitted or top-dose-only effect, or another doubt; inactive = no such curve, though single readings can be large; an effect the other way counts as inactive or inconclusive.

no. | smiles | KB-V1 MDR tox | DRD3 agonist | HT1080 IDH1KD tx | KB-3-1 tox | GLP-1R agonist
1 | Cc1cccc(C)c1NC(=O)CNC(=O)CNC(=O)Cc1cccc2ccccc12 | 6% | 5 | 6% | -2% | -4%
2 | Cc1cc(NCc2ccc(F)cc2)nc2cc(Cl)ccc12 | 6% | -1 | 4% | 0% | 10%
3 | COC(=O)C1=C(C)N(CC2CCCO2)C(=O)C1 (stereo not given) | -5% | 0 | 20% | -1% | 2%
4 | COc1ccc(N(CC(=O)NCc2ccco2)S(C)(=O)=O)c(OC)c1 | -6% | -8 | 13% | -3% | 1%
5 | Cc1cccc(NC(=O)c2ccc(S(=O)(=O)NCc3cccnc3)cc2)c1C | -26% | 17 | 1% | -12% | 6%
6 | N#CCSc1nnc(-c2cnccn2)n1Cc1ccccc1 | 8% | 0 | 2% | 13% | -7%
7 | COc1ccccc1/C=C/C(=O)OCC(=O)Nc1nnc(-c2ccccc2)o1 | 3% | -1 | 1% | 9% | -13%
8 | COc1ccc2oc(=N)c(C(=O)Nc3cccc(C)c3C)cc2c1 | -16% | -2 | 17% | 0% | 1%
9 | CC(NC(=O)c1ccc(F)cc1)c1nc2ccccc2[nH]1 (stereo not given) | 2% | -14 | / | 7% | -3%
10 | O=C(O)CN1C(=O)/C(=C2\SC(=S)N(C(Cc3ccccc3)C(=O)O)C2=O)c2ccccc21 (stereo not given) | -7% | 0 | 15% | 0% | -3%
11 | Cc1cccc(S(=O)(=O)Nc2ccncc2)c1 | -1% | 2 | -23% | -5% | 3%
12 | COc1cccc(CN(C)C(=O)c2ccc(S(=O)(=O)Nc3cccc(C)c3C)cc2)c1OC | ? | 2 | -24% | -20% | 2%

no. | SW480 rereplic | HT1080NT lethal | IL-1B inflam inh | D3 antag
1 | -28% | -11%[9.24 µM] | 17 | -13
2 | 8% | -20% | 11 | 6
3 | 4% | 7% | -1 | 31
4 | 2% | 1% | 14 | 6
5 | 3% | 4% | 35 | 14
6 | -3% | -1% | -7 | 19
7 | -3% | -1% | -8 | 3
8 | -6% | 23% | -20 | -19
9 | / | / | / | /
10 | -4% | 8% | 4 | -28
11 | -5% | -2% | 24 | -6
12 | / | -12% | -12 | -2

The results go on.
no. | smiles | KB-V1 MDR tox | DRD3 agonist | HT1080 IDH1KD tx | KB-3-1 tox | GLP-1R agonist
13 | Cc1cc(C)n(Cc2ccc(NC(=O)c3c([N+](=O)[O-])c(C)nn3C)cc2)n1 | 1% | 2 | 6% | 1% | 0%
14 | C#CCOc1c(Cl)cc(/C=N/NC(N)=S)cc1OCC | ? | 6 | 3% | 17% | -1%
15 | CCC1NC(=O)c2cc3ccccc3cc2-n2c1nc1cc(OC)c(OC)cc1c2=O (stereo not given) | -21% | 4 | 1% | -3% | 9%
16 | CCCn1c(C(C)Nc2nc(-c3ccc(C)cc3)cs2)nc2cc(Cl)c(N3CCCCC3)cc21 (stereo not given) | ? | 3 | 0% | -2% | -2%
17 | COc1cc(OC)c(C(=O)Nc2cc(S(=O)(=O)N3CCOCC3)ccc2N2CCN(C)CC2)cc1OC | ? | -9 | 0% | -2% | 7%
18 | CN(c1ccccc1)S(=O)(=O)c1cccc(NC(=O)CCNC(=O)c2ccc(Cl)cc2)c1 | ? | -8 | -18% | ? | -4%
19 | Cc1ccc(S(=O)(=O)N(C)C)cc1NC(=O)c1sccc1Cl | 7% | 3 | 0% | 9% | 32%
20 | CCOC(=O)c1cnc2c(c(C)nn2-c2ccc(C)cc2)c1Cl | 10% | 2 | 0% | -4% | -1%
21 | Cc1ccc(C)c(Cn2c(=O)n(CCCC(=O)NCCc3ccc(Cl)cc3)c(=O)c3ccccc32)c1 | 4% | -7 | / | -1% | 0%
22 | CC(C)OCCCNC(=O)COc1ccc2oc3c(c2c1)CCCC3 | -3% | -4 | 1% | -15% | 11%
23 | O=C(c1cc(-c2ccccc2O)on1)N1CCCC1 | 3% | 5 | 18% | 13% | 1%
24 | N/C(=N\OC(=O)Oc1ccccc1)c1ccc(Cl)cc1 | 18% | 1 | 12% | 18% | -10%

no. | SW480 rereplic | HT1080NT lethal | IL-1B inflam inh | D3 antag
13 | 3% | -5% | 10 | -8
14 | -1% | 4% | 24 | 1
15 | / | 6% | -11 | 23
16 | 25% | -10% | 25 | -17
17 | 5% | -16% | ? | -18
18 | -1% | -11% | -13 | -18
19 | 12% | -1% | 3 | 0
20 | -5% | -9% | 0 | 1
21 | / | / | / | /
22 | ? | 2% | -2 | 23
23 | -4% | 19% | 25 | 11
24 | 1%[9.22 µM] | 10% | 14 | 8

(further entries)
no. | smiles | KB-V1 MDR tox | DRD3 agonist | HT1080 IDH1KD tx | KB-3-1 tox | GLP-1R agonist
25 | CC(C)[C@H](NC(=O)C1CCCC1)c1nc2ccccc2[nH]1 | -25% | -9 | -8% | -3% | -5%
26 | COc1ccc(C2OCC3(CO2)SC(=O)NC3=O)cc1OC (stereo not given) | -1% | 1 | -16% | 0% | 10%
27 | C[C@]12CCC3C(CC[C@H]4CC(O)CC[C@]34C)C1CC/C2=N/NC(=O)c1ccncc1 (stereo not given in full) | -16% | 14 | -1% | 0% | 20%
28 | Cc1cc([N+](=O)[O-])cnc1NC(C)c1ccccc1 (stereo not given) | -7% | -3 | -12% | 1% | 5%
29 | O=C(COc1ccccc1)Nc1c2c(nn1-c1ccccc1)CS(=O)(=O)C2 | -20% | 7 | 8% | 1% | 14%
30 | COc1ccc(N2CCN(C(=O)c3c(-c4ccccc4)noc3C)CC2)cc1 | -8% | -2 | -3% | -1% | -11%
31 | NS(=O)(=O)c1cccc(NS(=O)(=O)c2ccc(/C=C/C(=O)OCC(=O)c3ccccc3)cc2)c1 | ? | 19 | -12% | -11% | -3%
32 | CC(C)C(=O)NC(Nc1ccccc1F)C(Cl)(Cl)Cl (stereo not given) | ? | 7 | -2% | -6% | 2%
33 | O=C(c1ccc2c(c1)OCCO2)N1CCN(Cc2ccccc2)CC1 | -4% | -7 | 7% | 24% | 0%
34 | CCCNC(=O)C1(C)CCN(Cc2cc(-c3ccccc3)on2)C1 (stereo not given) | -11% | -1 | 2% | 0% | 7%
35 | CCOc1cccc(C(=O)Nc2ccncc2)c1 | ? | 0 | -13% | -28% | 1%
36 | C=CCn1c(SCC(=O)NC2CCS(=O)(=O)C2)nnc1-c1cc2c(s1)CCC(CC)C2 (stereo not given) | 1% | 9 | -7% | -1% | 12%

no. | SW480 rereplic | HT1080NT lethal | IL-1B inflam inh | D3 antag
25 | ? | -6% | -20 | 3
26 | -19% | 5% | 18 | 0
27 | 12% | -24% | 46 | 51
28 | -1% | -1% | 8 | 0
29 | -10% | 23% | -1 | 4
30 | -2% | 0% | 0 | 1
31 | -80%[inhibitor][1.84 µM] | ? | -13 | 0
32 | -1% | 0% | 6 | -15
33 | -12% | 10% | ? | ?
34 | / | -1% | -2 | 7
35 | ? | ? | 14 | 19
36 | 0% | -2% | ? | 13

(continued)
no. | smiles | KB-V1 MDR tox | DRD3 agonist | HT1080 IDH1KD tx | KB-3-1 tox | GLP-1R agonist
37 | CO/N=C(\C)c1ncc(C(F)(F)F)cc1N1CCOCC1 | 7% | -2 | 7% | 3% | -3%
38 | O=C(c1cccc(C(F)(F)F)c1)N1CCC(=O)N(C(CO)Cc2ccccc2)CC1 (stereo not given) | 1% | 1 | 7% | 26% | 6%
39 | CN(CC1CCOCC1)C(=O)CC1C(=O)NCCN1Cc1ccc(Cl)c(F)c1 (stereo not given) | -14% | -3 | 10% | 13% | 4%
40 | CCCC(=O)Nc1ccc(C(=O)Nc2nnc(COCC)s2)cc1 | -26% | -2 | -8% | ? | 2%
41 | Cc1ccc(C(=O)Nc2nc(C(N)C(C)C)cs2)cc1 (stereo not given) | 2% | 2 | 3% | 0% | 4%
42 | Cc1c(NC(=O)COC(=O)c2ccc(Br)o2)c(=O)n(-c2ccccc2)n1C | -6% | -4 | 7% | 6% | -1%
43 | O=C(C#Cc1ccccc1)c1ccccc1 | ? | -9 | 18µM* | -12% | -5%

no. | SW480 rereplic | HT1080NT lethal | IL-1B inflam inh | D3 antag
37 | -3% | 6% | 0 | 24
38 | -5% | 4% | 21 | 2
39 | -1% | 9% | -9 | -9
40 | 0% | -3% | 27 | 16
41 | / | -22% | ? | 8
42 | 2% | 0% | -8 | -1
43 | / | ? | -108* | -65*

Fetched one by one from the list above (5):
no. | smiles | KB-V1 MDR tox | DRD3 agonist | HT1080 IDH1KD tx | KB-3-1 tox | GLP-1R agonist
37 | CO/N=C(\C)c1ncc(C(F)(F)F)cc1N1CCOCC1 | 7% | -2 | 7% | 3% | -3%
39 | CN(CC1CCOCC1)C(=O)CC1C(=O)NCCN1Cc1ccc(Cl)c(F)c1 (stereo not given) | -14% | -3 | 10% | 13% | 4%
42 | Cc1c(NC(=O)COC(=O)c2ccc(Br)o2)c(=O)n(-c2ccccc2)n1C | -6% | -4 | 7% | 6% | -1%
40 | CCCC(=O)Nc1ccc(C(=O)Nc2nnc(COCC)s2)cc1 | -26% | -2 | -8% | ? | 2%
38 | O=C(c1cccc(C(F)(F)F)c1)N1CCC(=O)N(C(CO)Cc2ccccc2)CC1 (stereo not given) | 1% | 1 | 7% | 26% | 6%

no. | SW480 rereplic | HT1080NT lethal | IL-1B inflam inh | D3 antag
37 | -3% | 6% | 0 | 24
39 | -1% | 9% | -9 | -9
42 | 2% | 0% | -8 | -1
40 | 0% | -3% | 27 | 16
38 | -5% | 4% | 21 | 2
